Growth percent in the NCI-60 one-dose screen (48 h, 10 µM unless noted): 100 = growth as untreated, 0 = no growth, -100 = all killed.
HT29 = HT29 colon cancer | 81,000 tested, 7.4% active | AID 1794748
HCT-15 = HCT-15 colon cancer. 82,000 tested, 5.2% active. AID 1794746
HCT-116 = HCT-116 colon cancer; 82,000 tested, 7.3% active; AID 1794798
KM12 = KM12 colon cancer cells. 82,000 tested, 5% active. AID 1794800
IGROV1 = IGROV1 ovarian cancer; 79,000 tested, 4.7% active
SW-620 = SW-620 colon cancer. 82,000 tested, 5.2% active. AID 1794795
SK-OV-3 = SK-OV-3 ovarian cancer cells; 80,000 tested, 3.2% active; AID 1794785
OVCAR-4 = OVCAR-4 ovarian cancer cells; 80,000 tested, 3.7% active; AID 1794784
COLO 205 = COLO 205 colon cancer | AID 1794742 | 79,000 tested, 7.3% active
An asterisk follows results filed as active; / = no result given; & = joins results of further samples. Rule for the calls: active = growth percent below 10; inactive = the rest. Hits appear at their usual frequency; 12% or so of the library scored in one or more.

SMILES	HT29	HCT-15	HCT-116	KM12	IGROV1	SW-620	SK-OV-3	OVCAR-4	COLO 205
O=C(c1ccc(Cl)cc1)C(NCCO)c1ccc(Cl)cc1 (stereo not given)	92&109	99&100	99&102	101&105	92&89	102&101	98&107	103&103	122&112
C(=N\Nc1ncc(-c2cc3cc4c(cc3o2)OCO4)s1)/c1cccs1	96	93	93	96	97	96	/	77	102
CC1(C)O[C@@H]2CC3C4CCC5=CC(=O)C=C[C@]5(C)[C@@]4(F)[C@@H](O)C[C@]3(C)[C@]2(C(=O)CO)O1 (stereo not given in full)	116	100	102	107	111	109	72	106	113
Cc1ccc2nc(NC(=O)CSc3nc(-c4ccccc4)c(C#N)c(=O)n3C)sc2c1	107	108	98	100	86	104	92	103	126
CC(=O)c1sc2sc(C(C)=O)c(C)c2c1C	79	105	83	107	101	102	81	108	114
COc1ccc(-c2cc(-c3cc(OC)c(OC)c(OC)c3)c(C#N)c(=O)n2CCCCCC(=O)O)cc1	98	68	83	95	103	98	126	96	120
COc1ccc(Cl)cc1Nc1nc(C(F)(F)F)ccc1C(=O)N/N=C/c1ccc(N(C)C)cc1	107	87	80	103	96	109	12	87	92
N#CC1=C(c2cccs2)Nc2c(c(-c3ccccc3)nn2-c2ccccc2)C12C(=O)Nc1ccc(Cl)cc12 (stereo not given)	14	10	11	15	24	21	59	27	-29*
CCN1C/C(=C\c2ccc3c(c2)OCO3)c2nc3nc(SC)[nH]c(=O)c3c(-c3ccc4c(c3)OCO4)c2C1	109	106	97	109	113	107	121	91	133
Fc1ccc(/C=C/c2cc(/C=C/c3ccc(F)cc3)n(-c3ccc(OC(F)(F)F)cc3)n2)cc1	72	104	86	97	93	104	113	100	112
CC[C@]1(O)C[C@H]2CN(CCc3c([nH]c4ccccc34)C(C(=O)OC)(c3cc4c(cc3OC)N(C)[C@H]3[C@@](O)(C(=O)OC)[C@H](OC(C)=O)[C@]5(CC)[C@@H]6C[C@@H]6CN6CC[C@]43[C@@H]65)C2)C1 (stereo not given in full)	7.3*	20	-22*	12	9.1*	32	-12*	29	-73*
CCCCNC(=O)NS(=O)(=O)c1ccc(N2N=C(c3ccc(C)cc3C)CC2c2ccc(Cl)cc2)cc1 (stereo not given)	97	52	54	57	103	86	100	77	91
O=c1cc(CP(=O)(O)O)c2cc(O)ccc2o1	113	113	96	101	102	90	100	96	107
COc1cc(C2CC(c3cc(OC)c(OC)c(OC)c3)=NN2C=O)ccc1OCCN(C)C (stereo not given)	87	98	97	102	112	102	105	104	99
CSc1nn(-c2ccccc2)c2ncnc(Nc3ccccc3Cl)c12	90	95	91	/	91	103	89	63	112
Nc1[nH]ncc1-c1nnc(Nc2ccc3c(c2)OCO3)o1	99	89	100	85	119	96	107	108	113
O/N=C(\CSc1nnc(-c2cc(-c3ccccc3)nc3ccccc23)n1-c1ccccc1)c1ccccc1	100	105	93	107	110	96	103	104	118
CNCCCC12CCC(c3ccccc31)c1ccccc12	60	95	69	94	83	98	85	87	7.8*
CC(C)[C@H]1CC[C@@](C)(C(=O)O)C1	107	119	90	105	70	100	107	/	/
CC(C)=CCC(O)(c1ccccc1)c1nccs1 (stereo not given)	106	91	92	108	102	104	93	97	104
Clc1ccc(-c2nnc(/N=C/c3ccccc3)o2)cc1	105	109	99	103	108	100	96	106	102
Cc1[nH]c(-c2nc3ccccc3[nH]2)c(C)c1C(=O)NCc1ccccc1	107	103	106	105	103	103	/	95	/
CC1(C)NC2=C(C(Nc3cccnc3)N1)C(c1ccc(Br)cc1)C(C(=O)c1ccc(N=[N+]=[N-])cc1)O2 (stereo not given)	100	98	106	103	98	107	109	103	112
Cc1ccc(Nc2nnc(-c3c[nH]c4ccccc34)o2)cc1	103	102	91	104	80	110	99	116	115
COc1cc(NC(=O)Nc2cnc(Nc3ccc(N4CCOCC4)cc3)nc2Oc2cccc(OC)c2)cc(OC)c1	37	82	32	53	43	73	42	14	46
CC(O)(C(=O)O)c1ccccc1 (stereo not given)	107	102	104	104	109	102	98	105	109
Cn1cc(-c2nc(N)nnc2-c2cncc(Br)c2)c2ccccc21	92	96	89	99	100	109	107	96	121
COc1ccc2c(c1)CC/C(=C\c1cccnc1Cl)C2=O	92	89	82	99	104	117	107	88	108
N#Cc1cnn(-c2cccc(Cl)c2)c1-n1cccc1	93	106	94	104	/	103	100	90	111
Cc1ccc(-c2nc(N3CCCC3=O)sc2Br)cc1	81	74	82	64	78	80	99	87	111
[O-][N+](=Nc1cccc(Cl)c1)c1cccc(Cl)c1	106	78	91	92	76	90	110	62	116
O=S(=O)(CCN1CCOCC1)Nc1cncc(-c2ccc3ncnc(Nc4ccc(F)c(Cl)c4)c3c2)c1	74	85	56	96	11	90	33	82	65
N#Cc1c(N)nc(-c2ncccn2)nc1-c1cccc(C(F)(F)F)c1F	90	99	90	94	106	96	99	92	119
CCN(CC)CC(CN(CC)CC)OC(=O)Nc1ccccc1	101	103	103	97	93	102	109	106	112
CCCCCCCCOC(=O)Nc1ccc(OCC)cc1	110	96	98	108	96	110	97	96	104
S=C1NCC(c2ccccc2)S1 (stereo not given)	111	92	/	106	/	103	95	118	97
CC(=O)O[C@H]1CC[C@]2(C)[C@H]3CC=C4[C@@H]5CC(C)(C)CC[C@]5(C(=O)N5CCNCC5)CC[C@@]4(C)[C@]3(C)CC[C@H]2C1(C)C	72	84	89	99	88	89	104	95	99
C/C(=N/NC(N)=S)c1ccc(Nc2nc(SCCC(C)C)nc(-c3ccccc3)c2C#N)cc1	105	95	105	108	106	112	114	115	114
N#Cc1ncoc1N1CCN(c2ccc(F)cc2)CC1	85	96	101	99	98	110	110	103	113
C[N+](C)(CC(=O)O)c1ccccc1	96	97	102	96	105	109	98	111	106

Reprinted at random: 2 compounds from above, in no set order.
SMILES	HT29	HCT-15	HCT-116	KM12	IGROV1	SW-620	SK-OV-3	OVCAR-4	COLO 205
CCCCNC(=O)NS(=O)(=O)c1ccc(N2N=C(c3ccc(C)cc3C)CC2c2ccc(Cl)cc2)cc1 (stereo not given)	97	52	54	57	103	86	100	77	91
Cn1cc(-c2nc(N)nnc2-c2cncc(Br)c2)c2ccccc21	92	96	89	99	100	109	107	96	121

(next part)
SMILES	HT29	HCT-15	HCT-116	KM12	IGROV1	SW-620	SK-OV-3	OVCAR-4	COLO 205
Cc1cc(=S)oc2c(O)c(O)ccc12	100	39	57	76	/	84	98	80	112
CC(=O)c1sc(-c2cccc(C)c2)cc1N	81	96	100	98	99	98	91	100	113
Cc1c[n+]([O-])ccc1Cl	111	113	107	108	114	100	99	103	106
COc1ccc2cc(NC(C)=O)ccc2c1	106	102	114	108	138	109	108	120	/
Nc1[nH]c(=O)[nH]c(=O)c1N=Nc1ccc(S(=O)(=O)Nc2ccccn2)cc1	103	101	98	104	94	103	103	106	114
CNc1nc2c(s1)C(c1cccc(F)c1)CC(=O)N2 (stereo not given)	104	104	100	101	107	102	100	107	110
COc1ccc2nc3cc(Cl)ccc3c(N3CCN(c4nccc(NCc5ccccc5)n4)CC3)c2c1	53	48	26	77	92	68	98	67	82
COc1ccc2[nH]c(O)c(N=Nc3nc(-c4ccc(Br)cc4)cs3)c2c1	13	2.5*	-63*	56	31	5.0*	-35*	-70*	-13*
CS(=O)(=O)Nc1cccc(-c2ccc3ncnc(Nc4ccc(F)c(Cl)c4)c3c2)c1	1.7*	1.0*	16	22	-3.9*	7.1*	-11*	37	-33*
CCOC(=O)CCCCN1C(=O)S/C(=C\c2cccc([N+](=O)[O-])c2)C1=O	118	98	104	105	98	102	97	102	118
COc1cc(-c2nnc(SC/C(=N\O)c3ccc(Cl)cc3)o2)cc(OC)c1OC	91	97	82	103	97	116	107	101	109
CN(C)CCNC(=O)c1ccc(-c2nc3ccc4[nH]ncc4c3c3c2COCC3)cc1	17	85	2.6*	16	0.8*	3.1*	14	2.8*	-52*
C#Cc1ccc(-n2c(/C=C/c3cccc4c3OCO4)nc3ncccc3c2=O)cc1	107	96	101	/	113	119	106	88	118
O=NN(CCCl)C(=O)Nc1c[nH]c(=O)[nH]c1=O	101	92	101	98	105	94	101	101	106
Cc1cc(Cl)c2c(c1C)C(=O)N(c1ccccc1)C2C(=O)Nc1ccccc1 (stereo not given)	101	93	83	93	108	100	106	106	108
CC1(C)C=Cc2c(cc3occ(-c4ccc(O)cc4)c(=O)c3c2O)O1	111	92	96	100	87	113	93	99	100
C[N+](C)(C)CCOC(=O)c1ccc(OCc2ccccc2C(F)(F)F)cc1	102	101	103	102	100	78	108	103	120
Cc1nc2ccc(Br)cn2c1-c1nnc(SCc2ccc(Br)cc2)o1	103	104	105	114	104	108	/	108	114
O=C1c2cccc3cccc(c23)C(=O)N1CCCN[C@@H]1CCC[C@H]1NCCCN1C(=O)c2cccc3cccc(c23)C1=O	24	77	30	47	39	36	81	51	/
COC(=O)/C=C1\SC(=Nc2cccc(Cl)c2)N(CCc2c[nH]c3ccccc23)C1=O	8.6*	29	38	24	54	41	84	62	12
COc1ccc(C(=O)c2c(N)c(C#N)cn2-c2ccc([N+](=O)[O-])cc2)cc1	102	104	106	105	109	105	94	101	105
c1ccc(-c2noc(CCc3nnc(-c4ccccc4)o3)n2)cc1	108	102	100	105	107	103	111	96	115
S=c1nc[nH]c2c1ncn2C1CCCCO1 (stereo not given)	107	110	95	111	72	109	/	109	108
COc1ccc(-c2cc(-c3cccnc3)nc3sc4c(=O)n(-c5ccc(C)cc5)cnc4c23)cc1OC	104	94	99	101	106	96	99	92	98
Cc1nn(-c2ccccc2)c2ncn(CC(=O)N/N=C/c3ccccc3O)c(=O)c12	28	21	18	26	41	43	38	39	10
CCC(C(=O)OC)C(=O)c1ccccc1 (stereo not given)	110	92	96	102	123	106	99	113	111
CCOc1c(OC)cc2c(c1O)C(=O)N[C@@H]1[C@@H](O)[C@@H](O)[C@H](O)C[C@@H]21	100	102	104	104	102	107	98	107	115
CCC(CC(C)C)Nc1ccc(NC(CC)CC(C)C)cc1 (stereo not given)	89	92	59	63	84	84	94	76	77
COc1cc(NC(C)CCCNC(=O)CCC(=O)NCCCNCCCCCCCCNCCCNC(=O)CCC(=O)NCCCC(C)Nc2cc(OC)cc3cccnc23)c2ncccc2c1 (stereo not given)	68	108	52	82	59	78	98	18	15

5 entries from above in another layout:
Results follow in this order: HT29, HCT-15, HCT-116, KM12, IGROV1, SW-620, SK-OV-3, OVCAR-4, COLO 205
> Cc1nn(-c2ccccc2)c2ncn(CC(=O)N/N=C/c3ccccc3O)c(=O)c12
  28, 21, 18, 26, 41, 43, 38, 39, 10
> CCC(C(=O)OC)C(=O)c1ccccc1 (stereo not given)
  110, 92, 96, 102, 123, 106, 99, 113, 111
> CCOc1c(OC)cc2c(c1O)C(=O)N[C@@H]1[C@@H](O)[C@@H](O)[C@H](O)C[C@@H]21
  100, 102, 104, 104, 102, 107, 98, 107, 115
> CCC(CC(C)C)Nc1ccc(NC(CC)CC(C)C)cc1 (stereo not given)
  89, 92, 59, 63, 84, 84, 94, 76, 77
> COc1cc(NC(C)CCCNC(=O)CCC(=O)NCCCNCCCCCCCCNCCCNC(=O)CCC(=O)NCCCC(C)Nc2cc(OC)cc3cccnc23)c2ncccc2c1 (stereo not given)
  68, 108, 52, 82, 59, 78, 98, 18, 15

Screens from PubChem.
